Screens as filed in PubChem.
GAA glycogen: qHTS Assay for Inhibitors and Activators of Human alpha-Glucosidase Cleavage of Glycogen; recombinant GAA, glycogen substrate, Amplex Red glucose oxidase fluorescence; Potency, µM (titrated, usually from 76.4 µM), without a hit: at the highest dose activity change, negative = inhibition, actives largely listed as inhibitors; 0.38% of 300,000 active; active = well fitted inhibition curve with a large enough effect; inconclusive = small, poorly fitted or top-dose-only effect, or another doubt; inactive = no such curve, though single readings can be large or run the other way;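 also: 0% = full enzyme reaction and -100% = no-enzyme basal signal; the screen sought inhibitors and activators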
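Recombinant human alpha-glucosidase (4 nM final) hydrolysed bovine liver glycogen (30 ug) for 40 min at 37 C in pH 5.0 citrate/phosphate with 0.01% Tween-20. Released glucose detected by glucose oxidase/Amplex Red, Ex 573/Em 610 nm. Compounds up to 77 uM; AC50 from Hill fits.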
Active calls of the source: *; ? = inconclusive; [ ] = another dose, or the depositor's remark. Potency is read from the fitted curve at half-maximal effect. Only part of the results is shown; rates above refer to the full screens.

SMILES | GAA glycogen
O=C(C1COc2ccccc2O1)N1CCN(Cc2ccc(Br)cc2F)CC1 (centres undefined) | -9.1%[76.3 µM]
N#C/C(=C\c1cccnc1)C(=O)Nc1ccc(SC(F)F)cc1 | -10.7%
O=C1CCC(C(=O)N2CCN(c3ccccc3)CC2)CN1CC1CCCCC1 (centres undefined) | -2.8%[76.3 µM]
Cc1ccc2c(CN(C)Cc3cccc(Cl)c3)cc(=O)oc2c1C | -1.5%
CCOC(=O)C1=C(c2ccccc2)NC(=O)NC1c1ccsc1 (centres undefined) | -8.4%[76.3 µM]
COc1ccccc1CNC(=O)[C@H](C)NC(=O)[C@@H]1Cc2ccccc2CN1 | -5.0%[76.3 µM]
COc1ccc(S(=O)(=O)NCc2ccc3c(c2)OCO3)cc1OC | -0.2%
COc1ccccc1CN1CC(C(=O)NCCN2CCNC2=O)CCC1=O (centres undefined) | 4.0%[76.3 µM]
COc1ccc(CCNS(=O)(=O)c2cc3c(cc2C)NC(=O)CO3)cc1OC | -7.0%[76.3 µM]
COc1cc(C(=O)NC2CCCc3ccccc32)cc(OC)c1C (centres undefined) | 14.0%
Cc1ccc(/C=C2\CCn3c2nc2cc(C(=O)O)ccc2c3=O)c(C)c1 | -4.2%[76.3 µM]
Cc1ccc(/C=C/c2ccc3cccc(O)c3n2)s1 | 11.7%
O=C(CN(C(=O)c1nsc(Cl)c1Cl)c1ccc(F)cc1)NC1CCCC1 | -0.8%
O=C(CS(=O)(=O)c1ccccc1)N1CCCCC1 | 0.4%[76.3 µM]
Cn1ccnc1COc1ccc(C=O)cc1 | 5.7%[76.3 µM]
O=C(O)CSc1nc2sc3c(c2c(=O)n1Cc1ccccc1)CCCCC3 | 2.2%
CCc1ccc2nc(N3CCN(C(=O)C(C)(C)C)CC3)sc2c1 | -10.0%[76.3 µM]
CCn1c(=O)c2cc(C(=O)NCCOC)sc2c2ccccc21 | -10.2%
COc1ccc(CCNC(=O)CCc2cn(C)c3ccccc23)c(OC)c1OC | 4.3%
O=C(O)C1CC=CCC1C(=O)NCCCN1CCCC1=O (centres undefined) | 0.0%[76.3 µM]
Cc1cc(N2CCOCC2)n2ncc(-c3ccccc3Cl)c2n1 | -5.1%
Cc1ccsc1CN(C)C(=O)c1ccc(Oc2ccccc2)cc1 | 5.2%[76.3 µM]
Cc1cccc(NS(=O)(=O)c2ccc(-c3ccc(=O)[nH]n3)o2)c1 | -5.6%[76.3 µM]
COc1ccc(C)cc1N(CC(=O)N1CCCCCC1)S(C)(=O)=O | 0.3%[76.3 µM]
COc1ccccc1C1C(C(=O)c2cc3ccccc3o2)=C(O)C(=O)N1c1cc(C)on1 (centres undefined) | -5.5%[76.3 µM]

Part of the list above, as comma-separated lines.
Structure,GAA glycogen
O=C(CS(=O)(=O)c1ccccc1)N1CCCCC1,0.4%[76.3 µM]
Cc1ccc2c(CN(C)Cc3cccc(Cl)c3)cc(=O)oc2c1C,-1.5%
COc1ccccc1CNC(=O)[C@H](C)NC(=O)[C@@H]1Cc2ccccc2CN1,-5.0%[76.3 µM]
O=C(C1COc2ccccc2O1)N1CCN(Cc2ccc(Br)cc2F)CC1 (centres undefined),-9.1%[76.3 µM]
O=C(CN(C(=O)c1nsc(Cl)c1Cl)c1ccc(F)cc1)NC1CCCC1,-0.8%

4 entries from above, tab-delimited:
SMILES	GAA glycogen
COc1ccc(S(=O)(=O)NCc2ccc3c(c2)OCO3)cc1OC	-0.2%
COc1ccccc1CN1CC(C(=O)NCCN2CCNC2=O)CCC1=O (centres undefined)	4.0%[76.3 µM]
COc1ccc(CCNS(=O)(=O)c2cc3c(cc2C)NC(=O)CO3)cc1OC	-7.0%[76.3 µM]
COc1cc(C(=O)NC2CCCc3ccccc32)cc(OC)c1C (centres undefined)	14.0%

Other structures follow:
SMILES | GAA glycogen
O/N=C(\c1ccccc1)C(O)c1ccccc1 (centres undefined) | 1.4%
CCN(CC)c1nc2c(c(=O)[nH]c(=O)n2C)n1CCCc1ccccc1 | -5.0%[76.3 µM]
COc1ccc(NC(=O)CN(C)C(=O)c2cc3c(s2)CCCCC3)cc1 | -7.3%[76.3 µM]
CN1CCN(c2nc3c(c(=O)[nH]c(=O)n3C)n2Cc2ccccc2)CC1 | 6.9%[76.3 µM]
O=C(CCN1C(=O)[C@@H]2Cc3ccccc3CN2C1=O)N[C@H](Cc1ccccc1)C(=O)O | 13.8%[76.3 µM]
c1ccc(NNC2=NCCS2)cc1 | -11.1%
COc1cc(/C=N/N(CCO)C2=NS(=O)(=O)c3ccccc32)cc(OC)c1OC | 3.1%
COc1cccc(N(CC(=O)NC2CCCCC2)C(=O)CCC(=O)Nc2nc(C)cs2)c1 | 10.2%
CCOc1ccc(C(C(=O)NC(C)(C)C)N(CCOC)C(=O)CCC(=O)Nc2ccccn2)cc1 (centres undefined) | 0.0%
CCc1cccc(C)c1NC(=O)c1cccnc1 | 1.9%[76.3 µM]
Cn1cnc2c(cnn2-c2ccccc2)c1=O | 3.0%
Cc1ccc(N2CC(C(=O)Nc3cccnc3)CC2=O)cc1Cl (centres undefined) | 1.7%
S=C(NCCCN1CCOCC1)N(Cc1ccccc1)Cc1ccccc1 | 3.9%
FC(F)(F)c1cc(C(F)(F)F)c2ccc(N3CCOCC3)nc2n1 | 6.3%
COc1ccc(S(=O)(=O)N2CCC(C(=O)NCCC(=O)NCc3ccccc3OC)CC2)cc1 | -8.2%[76.3 µM]
COc1cc(C(=O)Nc2ccccc2N2CCCCC2)cc(OC)c1OC | -5.7%
COc1ccc(S(=O)(=O)N2CCN(C(=O)c3ccc(C)o3)CC2)cc1 | -12.8%
c1ccc2c(Nc3ccc(N4CCOCC4)cc3)nc(N3CCOCC3)nc2c1 | -13.1%[76.3 µM]
Cc1ccc2c(c1)C(c1ccccc1)N(C(=O)c1ccc(Br)cc1)CC(=O)N2 (centres undefined) | -7.2%
Cc1cccc(N(C(=O)CNC(=O)c2ccco2)C(C(=O)NC2CCCC2)c2ccncc2)c1C (centres undefined) | 0.5%
C=CCOc1ccccc1CN1CCC(Oc2cc(C(=O)NC3CC3)ccc2OC)CC1 | -1.4%[76.3 µM]
CN1CCN(C(=O)c2cc(COc3ccccc3)on2)[C@@H](c2ccccc2)C1 | -8.7%[76.3 µM]
COc1ccc2[nH]cc(C(=O)C(=O)N3CCCCC3)c2c1 | -9.9%[76.3 µM]
COc1cc(-c2nnc(SCC(=O)O)n2-c2ccccc2)cc(OC)c1OC | 12.3%[76.3 µM]
O=C(CCNC(=O)C1CCN(S(=O)(=O)c2ccccc2)CC1)Nc1ccccc1 | 4.6%[76.3 µM]

New compounds follow.
SMILES | GAA glycogen
CCCc1cc(=O)oc2c3c(cc(OCC(=O)N4CCC[C@H]4C(=O)O)c12)OC(C)(C)CC3 | 18.8%[76.3 µM]
COc1ccc(NC(=O)C(=O)Nc2cccc3cccnc23)cc1OC | -6.5%[76.3 µM]
Cc1ccccc1NC1=C/C(=N\S(=O)(=O)c2ccc(C(=O)O)cc2)c2ccccc2C1=O | 0.8%
CCN(CC)Cc1c(O)ccc2c(=O)c(-c3ccccc3Cl)coc12 | -21.3%[76.3 µM]
COC(=O)C(Cc1ccc(O)cc1)NC(=O)CCc1ccco1 (centres undefined) | -1.2%
Cc1ccc(-n2ncc3c(=O)n(CC(=O)N(C)C)cnc32)cc1C | 1.9%[76.3 µM]
O=S(=O)(Nc1cccc(F)c1)c1cccc2nsnc12 | 3.6%
CC(C)c1ccc(OCC(=O)NNC(=S)NC(=O)c2cccs2)c(Br)c1 | 5.5%[76.3 µM]
CC1CCCN(c2sc(S(C)(=O)=O)nc2S(=O)(=O)c2ccc(Cl)cc2)C1 (centres undefined) | -3.3%[76.3 µM]
Cc1ccc(S(=O)(=O)NCC(=O)N(CC(=O)NCc2ccco2)C2CCCC2)cc1 | 1.9%
NC(=O)CC(NC(=O)c1cccc(Br)c1)c1ccc(NC2CCN(Cc3ccccc3)CC2)c([N+](=O)[O-])c1 (centres undefined) | -19.6%[76.3 µM]
COc1cc(NC(=O)CSc2nc3c(c(=O)n(C)c(=O)n3C)n2C)cc(OC)c1 | -13.3%
O=C(COc1ccc(Br)cc1Br)NNC(=O)c1cccs1 | 2.6%[76.3 µM]
CN(CCN1CCOCC1)C(=O)CC1C(=O)NCCN1Cc1ccccc1F (centres undefined) | -1.9%[76.3 µM]
O=C(CCCN1CCc2[nH]c3ccc(F)cc3c2C1)c1ccc(F)cc1 | 1.8%
CC(=O)Nc1ccc(NC(=O)C/C(C)=N/NC(=O)c2cccc3ccccc23)cc1 | -6.7%
COc1ccc(-n2nc(C(=O)NCC(=O)N3CCCC(C)C3)c3ccccc3c2=O)cc1 (centres undefined) | 0.0%
CC(C(=O)Nc1ccc(F)c(F)c1)N1CCN(C)CC1 (centres undefined) | 2.7%
N#C/C(=C\c1ccc(O)cc1)C(=O)NCc1cccc(Cl)c1 | -2.2%
CCN(CC)P(=O)(Nc1ccc([N+](=O)[O-])cc1)c1c(C)nn(CCC#N)c1NC(=O)c1ccc(Cl)cc1 (centres undefined) | 9.9%
O=C(O)c1cccc(S(=O)(=O)N2CCN(c3ccccn3)CC2)c1 | -5.2%[76.3 µM]
CC(C)CNc1nc(N)c([N+](=O)[O-])c(NC2CCCCC2)n1 | -2.4%
COC1=CC(=Cc2c(N)n3nc(CC(=O)N4CCOCC4)sc3nc2=O)C=C(OC)C1=O | ?
O=C(NCc1ccc(OC(F)(F)F)cc1)C1CCC(=O)N(C2CC2)C1 (centres undefined) | -1.1%[76.3 µM]
COc1ccccc1N(C(=O)c1snc(C(N)=O)c1N)C(C(=O)NCc1ccccc1)c1ccc(O)cc1 (centres undefined) | -1.7%[76.3 µM]

(further entries)
SMILES | GAA glycogen
CN(C)CCCNC(=O)c1cc(C(=O)c2ccccc2)c[nH]1 | 3.0%
Cn1cc(CCC(=O)NC2CC2)c2ccccc21 | -2.0%
CCn1cc(C(=O)O)c(=O)c2cnc(N3CCN(C(=S)NC(=O)c4ccc(F)c(F)c4)CC3)nc21 | 0.8%
Cc1cccc(OCC(=O)N2CCN(C(=O)COc3ccc(Cl)cc3)CC2)c1 | 0.3%
COc1ccc(S(=O)(=O)N2CCCC(C(=O)N3CCOCC3)C2)cc1OC (centres undefined) | 6.9%[76.3 µM]
NC(=S)NN=C1c2cc(OCCN3CCOCC3)ccc2-c2ccc(OCCN3CCOCC3)cc21 | ?
COc1ccc(NC(=O)CC(Cc2ccc(Cl)cc2)C(=O)O)cc1 (centres undefined) | 2.9%
Cc1ccc(S(=O)(=O)NC2CC(C)(C)NC(C)(C)C2)cc1C | 13.4%[76.3 µM]
Cc1ccccc1NC(=S)N1CCCCCC1 | -1.1%[76.3 µM]
COc1ccc(/C=C(/NC(=O)c2ccccc2)C(=O)NCCN2CCOCC2)cc1OC | 0.2%[76.3 µM]
O=C(CNC(=O)c1[nH]cnc1C(=O)NC(c1ccccc1)c1ccccc1)OCc1ccccc1 | ?
COc1ccc(CNC(=O)C2=CC(c3ccc(C)cc3)=NS(=O)(=O)N2C)cc1 | 1.7%[76.3 µM]
CN1CCC(=O)N([C@H](CN=[N+]=[N-])Cc2ccccc2)CC1 | 5.0%[76.3 µM]
CCCC(=O)NC(c1ccc(OC)cc1)c1c(O)ccc2ccccc12 (centres undefined) | -5.3%
CCCC(c1nnnn1CS(=O)(=O)c1ccc(C)cc1)N1CCC(C(N)=O)CC1 (centres undefined) | 1.4%
O=C(CCCOc1ccc(Cl)cc1)NCCc1ccccc1 | 1.0%[76.3 µM]
COc1ccccc1C(=O)Nc1ccnn1C1CCN(C(=O)C2CCOC2)CC1 (centres undefined) | -1.9%[76.3 µM]
CCOc1ccc(CCNC(=O)Cn2nc(C)c3c(C)n(-c4ccccc4)nc3c2=O)cc1 | -7.0%[76.3 µM]
COc1ccc(NC(=O)C2CCN(S(=O)(=O)c3cccc4nonc34)CC2)c(OC)c1 | 6.3%
O=C(O)CN1C(=O)C(=O)N(Cc2ccccc2F)C1=O | 5.1%
CC(C)c1ccc(NC(=O)CN2C(=O)c3ccccc3S2(=O)=O)cc1 | 1.1%
Cc1ccc(N2CC(C(=O)Nc3ccc(S(=O)(=O)Nc4ncccn4)cc3)CC2=O)cc1C (centres undefined) | -4.0%[76.3 µM]
CC(=O)N1CCN(C(=O)c2ccc(C(=O)c3ccccc3)cc2)CC1 | -7.3%
COCCCN(Cc1cccs1)S(=O)(=O)c1csc(C(N)=O)c1 | -16.4%[76.3 µM]
CCn1c(CCCNC(=O)c2ccco2)nc2ccccc21 | 1.5%

(list continues)
SMILES | GAA glycogen
Cc1ccccc1CNC(=O)C1CCC(=O)N(Cc2cccc(F)c2)C1 (centres undefined) | 3.0%[76.3 µM]
CC(=O)Nc1ccc(NC(=O)CSc2nc3c([nH]c4ccccc43)c(=O)n2-c2ccccc2F)cc1 | -1.0%[76.3 µM]
S=C(NCCNC(=S)Nc1ccccc1Cl)Nc1ccccc1Cl | -6.9%
CCN(CC)c1nc(N2CCN(C)CC2)nc2ccccc12 | -4.7%[76.3 µM]
Cc1nnc(NC(=O)CN2CCN(Cc3ccc(F)cc3Cl)CC2)s1 | 11.6%[76.3 µM]
Cc1ccc(C2=NN(CCC(=O)NCCCN3CCOCC3)C(=O)CC2)cc1 | -0.1%[76.3 µM]
